High-throughput results: PubChem, several laboratories
core dimer inh – blocks dimerization of HCV core protein. TR-FRET GST/Flag-core106 dimerization, 1536-well. inhibition, % at 5 µM. 300,000 tested, 0.33% active. AID 1899;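 active = inhibition above the mean of all tested compounds plus 3 SD, set per screening campaign, cut at about 45% in these data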
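Assay system: tagged HCV core106 pair (GST and Flag); medium: KF-containing HEPES buffer, pH 7.45, DTT, CHAPS, BSA; also added: Eu donor and XL665 acceptor anti-tag antibodies; dosing: 5 µM single dose; timing: compound-protein-antibody incubation 4 h at 22.5 °C; signal: TR-FRET 671 and 617 nm emission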
TPT1 inh – C. albicans TPT1 enzyme inhibition | recombinant caTPT1, FP RNA substrate dephosphorylation | 300,000 tested, 0.81% active | inhibition, % at 5 µM | AID 1962;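 active = inhibition above the mean of all tested compounds plus 3 SD, set per screening campaign, cut at about 24% in these data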;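 note: plate controls were DMSO alone for no effect and ferristatin control at 100 nM for full effect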
PP5 primary – inhibitors of human protein phosphatase 5 (PP5) | 320,000 tested, 0.18% active | purified PP5c, OMFP substrate fluorescence | inhibition, % at 6.7 µM | AID 1987;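 active = inhibition above the campaign's mean inhibition across all tested compounds plus 3 SD, cut at about 9.5% in these data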;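 note: 0% = DMSO only and 100% = 100 µM cantharidin control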
EBNA-1 inh – blocks EBNA-1 binding to DNA. EBNA-1 DNA binding, fluorescence polarization. inhibition, % at 14.8 µM. 300,000 tested, 0.34% active. AID 1950; in the data active = inhibition above about 28%
PP1 inh – counter-screen for PP5 inhibitors: inhibitors of human PP1-alpha. inhibition, % at 6.7 µM. 320,000 tested, 0.9% active. purified PP1alpha, OMFP fluorescence;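 active = inhibition above the mean inhibition of all tested compounds plus 3 SD, computed separately for each screening campaign, cut at about 15% in these data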
Target sequence (P62136 whole entry, looked up): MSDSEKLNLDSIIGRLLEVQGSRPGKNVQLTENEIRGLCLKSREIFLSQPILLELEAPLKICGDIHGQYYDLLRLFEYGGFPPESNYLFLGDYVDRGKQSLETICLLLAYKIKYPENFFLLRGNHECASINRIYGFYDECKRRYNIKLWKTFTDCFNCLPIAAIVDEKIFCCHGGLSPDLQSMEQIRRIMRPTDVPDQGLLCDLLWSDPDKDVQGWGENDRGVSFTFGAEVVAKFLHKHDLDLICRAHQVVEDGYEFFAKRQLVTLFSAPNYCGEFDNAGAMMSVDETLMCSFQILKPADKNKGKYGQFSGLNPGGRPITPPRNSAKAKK
PREPL inh – human PREPL enzyme inhibition; Q4J6C6; recombinant PREPL, fluorescence polarization activity-based probe; inhibition, % at 5.96 µM; 320,000 tested, 0.68% active; AID 2751; in the data active = inhibition above about 43%;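 note: 0% = enzyme with DMSO and 100% = wells lacking enzyme; many of its hits are not listed in these tables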
Target sequence (Q4J6C6 whole entry, looked up): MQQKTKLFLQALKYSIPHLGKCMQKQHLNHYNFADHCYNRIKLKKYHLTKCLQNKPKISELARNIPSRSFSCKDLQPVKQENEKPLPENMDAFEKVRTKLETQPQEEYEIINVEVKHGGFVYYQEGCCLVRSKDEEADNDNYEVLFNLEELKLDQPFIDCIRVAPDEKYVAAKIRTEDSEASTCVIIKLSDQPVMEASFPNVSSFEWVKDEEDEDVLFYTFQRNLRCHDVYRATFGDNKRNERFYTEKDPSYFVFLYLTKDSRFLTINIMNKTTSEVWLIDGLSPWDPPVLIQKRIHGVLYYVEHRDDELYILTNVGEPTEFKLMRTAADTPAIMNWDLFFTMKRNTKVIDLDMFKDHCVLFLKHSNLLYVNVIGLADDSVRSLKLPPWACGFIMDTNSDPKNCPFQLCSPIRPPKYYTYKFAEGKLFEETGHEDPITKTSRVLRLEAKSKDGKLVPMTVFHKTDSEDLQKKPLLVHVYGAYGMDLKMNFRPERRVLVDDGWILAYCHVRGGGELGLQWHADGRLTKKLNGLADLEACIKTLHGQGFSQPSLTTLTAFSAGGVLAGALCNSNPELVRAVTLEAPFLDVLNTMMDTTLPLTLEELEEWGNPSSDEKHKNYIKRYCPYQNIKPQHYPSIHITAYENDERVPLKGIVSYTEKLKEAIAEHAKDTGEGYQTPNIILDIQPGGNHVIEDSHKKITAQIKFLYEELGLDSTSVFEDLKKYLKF
Efflux pump inh – blocks antifungal efflux pumps in multiplex yeast assay; 330,000 tested, 0.44% active; S. cerevisiae Candida pump triplex, Nile Red efflux; inhibition, % at 10 µM;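 active = plate passing quality check with inhibition over a set limit, or well fluorescence over plate mean plus 4 SD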;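 note: Nile Red retained in pooled yeast measured as flow cytometry median fluorescence; 0% = buffer negative control and 100% = Enniatin B positive control; higher means more Nile Red kept so more efflux inhibition; some compounds called inactive have numbers as strong as hits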
CTSL1 counter – counter-screen for PFM18AAP inhibitors: inhibitors of F. hepatica cathepsin L1 | recombinant F. hepatica cathepsin L1, Z-Leu-Arg-MCA fluorescence | inhibition, % at 5.96 µM | 300,000 tested, 0.49% active;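 active = inhibition above the mean of all tested compounds plus 3 SD, set per screening campaign, cut at about 17% in these data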;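 note: 0% = plate median of test compound wells and 100% = 1 µM Z-Phe-Ala-diazomethylketone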
ZTA counter – blocks Epstein-Barr virus ZTA, an EBNA-1 counter-screen; ZTA-DNA binding, fluorescence polarization; P03206; AID 2234; inhibition, % at 11 µM; 320,000 tested, 0.15% active; in the data active = inhibition above about 33%
* hit, by the source's call; x = not tested or not shown. An excerpt; rates above refer to the full screens.

SMILES	core dimer inh	TPT1 inh	PP5 primary	EBNA-1 inh	PP1 inh	PREPL inh	Efflux pump inh	CTSL1 counter	ZTA counter
COc1ccc(CCNC(=O)COC(=O)Cn2cnc3ccccc3c2=O)cc1	2.2	-2.5	0.7	-2.3	-2.6	5.9	0.0	-3.8	-9.0
CCOC(CCn1c(SCC(=O)Nc2cc(C)on2)nc2ccccc2c1=O)OCC	4.1	2.9	1.0	-6.2	0.0	-3.0	0.1	-2.0	7.2
O=C(CS(=O)(=O)c1ccccc1)Nc1nccs1	0.6	-2.8	0.1	-15.0	-1.8	-1.5	-0.1	-2.8	-1.6
COCCN1C=C(C(=O)OC)C(c2ccc3c(c2)OCO3)C(C(=O)OC)=C1	-1.9	2.9	-1.9	-6.1	0.1	2.8	0.0	-1.2	3.8
O=C(NCc1ccncc1)Nc1ccccc1F	-4.9	-1.9	1.2	1.5	-3.4	14.6	0.0	-0.3	-9.5
CC1(C)CC(=O)C/C(=N/NC(=O)COc2ccc(Cl)cc2Cl)C1	4.7	-1.8	-1.6	-4.4	-3.6	11.5	0.1	-1.5	-14.3
O=C(c1cn(-c2ccccc2)nc1-c1ccccc1)N1CCOCC1	-1.4	0.0	1.9	-5.0	-5.4	-1.4	0.0	0.8	-9.9
O=C(NNS(=O)(=O)c1ccccc1F)c1cc(-c2ccccc2)n[nH]1	-1.8	-2.0	-1.2	-1.6	-5.4	2.5	0.0	-2.6	-4.4
CC1N(C)c2cccc3cccc(c23)N1C	-36.9	31.6*	-0.1	-6.3	-0.3	16.9	0.1	2.7	1.6
CCc1ccccc1NC(=O)CN1C(=O)C2CCCN2c2ncc(Cl)cc21 (centres undefined)	23.7	11.2	-0.3	-3.8	7.9	6.5	0.3	2.3	-8.3
COc1ccc(NC(=O)c2cccs2)c([N+](=O)[O-])c1	1.9	-2.2	0.9	-2.1	-3.0	7.0	0.1	-0.8	4.8
CCOC(=O)N1CCN(C(=O)CSc2ccccc2)CC1	-1.6	-1.3	0.6	8.8	-1.9	-3.7	0.0	-7.1	14.4
CC(C)(C)NS(=O)(=O)c1cc(C(=O)Nc2sccc2C#N)ccc1Cl	-2.5	35.7*	0.5	-3.7	-1.4	14.4	-0.2	-3.9	-2.2
COc1ccccc1CN1CCNC(=O)C1CC(=O)N(C)Cc1ccon1 (centres undefined)	-6.6	5.6	3.7	-6.6	-4.5	2.6	0.0	-3.5	-11.2
Cc1ccc(NC(=O)CCn2cccc2)cc1F	-4.5	5.0	2.2	-7.5	-5.9	11.1	0.2	-4.3	-0.3
COc1cc(C(=O)NNC(=S)NC(=O)/C=C/c2ccccc2)cc(OC)c1OC	1.6	-1.9	1.4	76.9*	-1.9	9.7	-0.1	2.2	-4.1
Nc1nc(-c2ccco2)nn1C(=O)CCc1ccccc1	-4.4	0.1	0.5	6.9	1.4	3.5	0.0	-6.0	5.6
Cc1sc(NC(=O)c2ccco2)c(CN2CCCCC2)c1C	-1.7	-7.9	2.1	-6.4	1.5	7.6	0.0	0.0	-4.3
Cc1cc(C(=O)NC(Cc2ccccc2)C(=O)O)c(C)o1 (centres undefined)	-1.4	-1.8	-1.6	4.5	-2.8	-5.3	0.0	-4.5	13.4
Cc1cccc(NC(=O)COC(=O)CCc2c[nH]c3ccccc23)c1	x	x	2.2	x	1.9	8.3	-0.3	x	-4.0

Six compounds already listed, ordered by their value in PP5 primary, lowest first.
SMILES | core dimer inh | TPT1 inh | PP5 primary | EBNA-1 inh | PREPL inh | Efflux pump inh
COCCN1C=C(C(=O)OC)C(c2ccc3c(c2)OCO3)C(C(=O)OC)=C1 | -1.9 | 2.9 | -1.9 | -6.1 | 2.8 | 0.0
Cc1cc(C(=O)NC(Cc2ccccc2)C(=O)O)c(C)o1 (centres undefined) | -1.4 | -1.8 | -1.6 | 4.5 | -5.3 | 0.0
CCc1ccccc1NC(=O)CN1C(=O)C2CCCN2c2ncc(Cl)cc21 (centres undefined) | 23.7 | 11.2 | -0.3 | -3.8 | 6.5 | 0.3
COc1ccc(CCNC(=O)COC(=O)Cn2cnc3ccccc3c2=O)cc1 | 2.2 | -2.5 | 0.7 | -2.3 | 5.9 | 0.0
O=C(NCc1ccncc1)Nc1ccccc1F | -4.9 | -1.9 | 1.2 | 1.5 | 14.6 | 0.0
Cc1ccc(NC(=O)CCn2cccc2)cc1F | -4.5 | 5.0 | 2.2 | -7.5 | 11.1 | 0.2

Carrying on:
SMILES	core dimer inh	TPT1 inh	PP5 primary	EBNA-1 inh	PP1 inh	PREPL inh	Efflux pump inh	CTSL1 counter	ZTA counter
Oc1ccc(Br)cc1-c1cc(-c2ccco2)[nH]n1	11.3	4.6	5.0	11.5	4.1	-4.7	0.3	-2.0	1.8
COc1ccccc1NC(=O)c1ccc(N)cc1	-0.3	-5.4	-0.4	4.0	-2.6	9.5	0.0	0.3	-12.5
Cc1ccc(C(=O)NCCSc2c(C)[nH]c3ccccc23)cc1[N+](=O)[O-]	-3.4	-2.1	4.6	3.2	2.9	8.4	0.0	-0.1	-6.9
CCOc1cc(C(=O)N(C)Cc2cc3cc(OC)ccc3[nH]c2=O)cc(OCC)c1OCC	0.3	-2.4	2.0	0.0	-0.1	-8.0	0.1	1.6	-12.8
CC1(C(=O)N2CCN(Cc3ccccc3Cl)CC2)CC1(Cl)Cl (centres undefined)	-3.7	-2.5	0.8	6.4	1.5	3.0	0.0	2.7	-4.3
O=C(CSc1nc2nc(-c3cccs3)cc(C(F)(F)F)c2c(=O)[nH]1)Nc1c(F)c(F)c(F)c(F)c1F	25.5	0.8	2.6	9.0	4.6	-5.8	-0.1	7.2	12.3
COC(CNC(=O)c1ccc(Cn2c(=S)[nH]c3cc4c(cc3c2=O)OCO4)cc1)OC	-3.4	-1.6	0.8	-7.8	-3.7	-0.7	-0.1	-3.5	-4.8
COc1cccc(OCCOCCN(C)CCO)c1	1.0	-1.6	3.1	-8.1	5.7	-5.0	0.4	10.6	-28.6
CC(=O)c1ccc(NC(=O)c2noc3c2CCC3)cc1	10.3	-4.2	0.3	5.2	-1.4	-1.3	-0.3	0.2	1.5
COC(=O)c1ccc(CSc2nc3ccccc3c(=O)n2N)cc1	-2.4	-0.9	0.0	23.6	4.2	-5.9	0.0	-0.2	-1.7
CCCCn1c(N)c(N(CCOC)C(=O)c2ccc(N3CCCC3)c([N+](=O)[O-])c2)c(=O)[nH]c1=O	4.0	1.4	-2.1	-7.3	-5.2	-0.6	0.1	0.6	-0.5
C=CCn1c(SCC(=O)Nc2nc3ccccc3s2)nc(O)c(CC)c1=O	1.8	-0.7	1.2	-1.4	2.3	1.0	0.0	0.3	9.1
Cc1ccc(Nc2nc(C(=O)NCc3ccco3)cs2)cc1	1.8	-2.4	1.8	1.4	3.6	0.1	-0.1	0.9	-5.0
O=C(N/N=C1/CC2C=CCC12)c1ccc(Br)o1 (centres undefined)	-6.4	2.3	0.3	-2.7	-1.7	15.6	0.5	-2.6	-0.7
COc1ccccc1Nc1nnc(C)c(=O)[nH]1	-2.0	-1.6	1.5	-1.6	0.2	-2.6	0.0	-1.8	-13.2
O=C(c1cccs1)C1CCCN(Cc2nc(Cc3ccccc3F)no2)C1 (centres undefined)	0.4	0.1	1.5	9.8	-1.2	12.4	-0.1	2.7	-20.6
C=CCNC(=S)N/N=C/c1ccc(C(F)(F)F)cc1	3.0	0.1	-0.1	-2.2	0.1	-11.6	-0.1	4.9	4.3
CCNc1ccc(Br)cc(C(=O)/C=C/c2c(Cl)cccc2Cl)c1=O	-5.7	70.3*	1.1	-0.7	3.5	2.8	0.1	-1.0	-3.9
COC(=O)CCCn1nc(NC(=O)c2ccco2)cc1C	-1.2	-0.9	-0.7	12.8	-0.2	-0.4	0.0	-0.1	18.9
Cc1csc(CN(C)C(=O)CC2C(=O)NCCN2CC(C)(C)C)n1 (centres undefined)	-4.1	-14.5	1.5	-10.8	-8.5	2.5	0.3	-1.3	5.1
CC1(C)OC(=O)N(CCC(=O)Nc2cccc(F)c2)C1(C)O (centres undefined)	-2.3	-3.0	0.1	-7.0	3.6	5.2	-0.1	0.4	-18.4
COc1ccc(/C=C2\CCCc3c2nc2ccccc2c3C(=O)O)cc1OC	2.6	-44.7	0.0	2.9	-2.2	2.8	-0.1	2.6	4.8
CCCOP(=O)(c1ccc(N(C)C)cc1)C(O)c1cc(OC)ccc1OC (centres undefined)	3.5	-2.5	1.6	10.2	-2.0	-3.5	-0.1	-8.3	1.7
COc1cc(C(N)=O)ccc1OCc1ccccc1	-6.1	-4.6	-0.6	13.8	3.5	15.8	-0.1	-0.8	-13.2
Cc1cc(OCC(=O)OCC(=O)c2c(N)n(C)c(=O)n(C)c2=O)ccc1Cl	x	x	2.1	x	-0.8	34.3	-0.4	x	-6.1
CC(=O)N1Cc2ccccc2CC1C(=O)N1CCN(c2ccccc2)CC1 (centres undefined)	4.7	0.3	-3.0	-9.0	7.1	4.7	0.2	-8.1	-11.9
O=S(=O)(c1ccc(F)cc1F)N1CCCN(c2ccc(C(F)(F)F)cn2)CC1	0.1	-0.2	1.8	-5.7	2.5	-20.6	0.2	-0.4	-4.5
COc1ccc(C(O)C(CN2CCOCC2)c2ccccc2)cc1F (centres undefined)	-5.3	-1.9	-1.4	-1.2	-2.5	2.7	0.0	-0.3	-13.2
CC(C)(C)c1ccc(/C=N/NC(=S)Nc2cccnc2)cc1	2.5	0.6	1.1	-1.7	0.8	8.9	-0.2	-1.2	-18.5
Cc1cc(C)cc(NC(=O)CCc2nc3sc4c(c3c(=O)[nH]2)CCCC4)c1	15.1	10.6	0.0	2.4	4.6	-4.7	0.0	5.7	-6.8
COc1ccc(CCN2CC(C(=O)N(C)CC(=O)Nc3cccc(F)c3)CC2=O)cc1OC (centres undefined)	-9.6	-2.5	4.2	-4.2	-0.1	-1.8	0.1	-2.7	-4.7
CC(Oc1ccc2c3c(c(=O)oc2c1)CCCC3)C(=O)NCc1cccnc1 (centres undefined)	-4.8	-0.3	1.4	-2.0	-0.2	3.6	-0.1	-2.3	-28.0
CN(C)c1ccc(/C=C2/SC(=O)N(CCN=C3NS(=O)(=O)c4ccccc43)C2=O)cc1	3.8	32.9*	-1.6	3.4	2.4	-1.6	-1.1	1.8	-14.2
CCn1c(SC(C)C(=O)NCC2CCCO2)nc2ccccc21 (centres undefined)	x	x	4.2	x	-0.8	16.8	0.0	x	-7.1
CCCC(=O)Nc1ccc(C(=O)n2nnc3ccccc32)cc1	2.1	1.0	2.0	1.6	1.9	0.9	-0.1	0.1	10.0
COc1cc(OC)cc(-c2nnc(NC(=O)CCS(=O)(=O)c3ccc(C)cc3)o2)c1	9.9	5.9	2.1	-2.8	14.8	5.2	-0.1	4.0	-6.7
CC(C)(C)CN1CCNC(=O)C1CC(=O)N1CCC(C(=O)N2CCOCC2)CC1 (centres undefined)	-1.3	-7.4	-2.0	-1.4	-4.1	1.4	0.1	-0.3	-4.8
COc1ccc(N(CC(=O)NC2CCCC2)S(=O)(=O)c2c(C)[nH]c(=O)[nH]c2=O)cc1	6.7	3.1	-3.0	0.8	1.4	-2.8	0.6	-6.2	-5.5
Cc1csc(SCC(=O)NC(=O)NC2CCCC2)n1	0.9	1.3	1.5	8.1	-2.6	-7.2	-0.3	-0.6	4.4
CCOc1cccc(CN(C)CC2CCCN(CCc3ccc(Cl)cc3)C2)c1O (centres undefined)	0.1	0.5	0.1	-5.1	-0.2	22.4	0.1	0.5	2.9
C=C(C)C1(O)OC(=O)C=C1OC (centres undefined)	0.2	-1.9	1.6	8.9	-2.6	-3.0	0.0	-1.4	-7.9
CCOC(=O)C1CCN(S(=O)(=O)c2ccc(-c3ccccn3)s2)CC1	5.5	-0.2	-1.6	-0.5	-4.3	-15.8	-0.1	0.1	-14.1

Results in PP5 primary, for some of the entries so far:
canonical_smiles,PP5 primary
CC(=O)N1Cc2ccccc2CC1C(=O)N1CCN(c2ccccc2)CC1 (centres undefined),-3.0
O=S(=O)(c1ccc(F)cc1F)N1CCCN(c2ccc(C(F)(F)F)cn2)CC1,1.8
